Compound activity deposited in PubChem BioAssay by National Center for Advancing Translational Sciences (NCATS).
AID inh: blocks human AID cytidine deaminase activity; Q9GZX7; AID deamination FRET fluorescence, UDG-coupled, 4 h; Potency, µM (highest dose often 115 µM), without a hit: at the top dose activity change, negative = inhibition, usual class: inhibitors; 91,000 tested, 0.32% active; AID 1347428; further: nearly all actives have a fitted effect of over 25% in size
Target sequence (Q9GZX7 whole entry, looked up): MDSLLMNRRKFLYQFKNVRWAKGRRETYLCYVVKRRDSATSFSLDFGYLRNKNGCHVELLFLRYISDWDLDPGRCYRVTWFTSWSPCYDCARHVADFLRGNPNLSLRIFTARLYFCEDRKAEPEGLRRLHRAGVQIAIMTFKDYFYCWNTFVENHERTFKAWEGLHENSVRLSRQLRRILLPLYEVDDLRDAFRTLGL
UDG counterscr: UDG inhibition counter-screen | 91,000 tested, 0.14% active | Potency, µM (highest dose often 115 µM), without a hit: top-dose activity change, negative = inhibition, hits mostly inhibitors | AID 1347430 | FRET deamination/UDG coupled assay, UDG read, 4 h; further: nearly all actives have a fitted effect of over 65% in size
* hit, by the source's call; ? = inconclusive; [ ] = remark or other dose. The call rests on the fitted dose curve; in most records, active means well fitted curve in the direction sought with a large enough effect; inconclusive means small, poorly fitted or top-dose-only effect, or another doubt; inactive means no such curve, though single readings can be large; an effect the other way counts as inactive or inconclusive. On the % scale 0 is the no-effect control and ±100 the full control effect; potency means the concentration at half of the fitted maximal effect. Only part of the results is shown; the hit share may differ from the screen's.

1. Cc1ccc(-n2c(=O)c3c(c4cc(C)ccc4n3C)n(CC(=O)NCCC3=CCCCC3)c2=O)cc1
2. CC1CCN(S(=O)(=O)c2ccc3c(c2)oc(=O)n3CC(=O)O)CC1
3. CCOC(=O)c1cc2c(=O)n3ccccc3nc2n(CC(C)C)c1=NC(=O)COc1ccc(Cl)cc1
4. CC(=O)c1ccc(NC(=O)CN2C(=O)c3cccnc3Sc3ccccc32)cc1
5. CCc1ccc(CNC(=O)c2cccn3c(=O)c4ccccc4nc23)cc1
6. Cc1ccsc1C(=O)/C(C#N)=C\c1ccc(OC(F)F)cc1

compound no.,1,2,3,4,5,6
AID inh,11%,5%,6%,9%,107%[activator],-14%
UDG counterscr,-7%[57.5 µM],-4%[57.5 µM],?,-20%,9%,-2%

7. COc1cc(NC(=O)CSc2nnc(-c3ccccc3OC)n2-c2ccccc2)cc(OC)c1
8. Cc1ccc(-c2cnc(CCC(=O)NCc3ccco3)o2)cc1C
9. COc1ccc(NC(=O)Cn2c(=O)n(-c3ccc(OC)cc3)c(=O)c3sc4ccccc4c32)cc1
10. CCn1c(SCc2nc(-c3ccccc3Cl)oc2C)nc2c(=O)[nH]cnc21
11. COc1ccc(C(=O)NCC(c2cccs2)S(=O)(=O)c2cccs2)cc1 (configuration not stated)
12. CN(Cc1ccccc1)S(=O)(=O)c1nnc(NC(=O)c2cccc(Cl)c2)s1

compound no.,7,8,9,10,11,12
AID inh,-17%,-6%,4%,-12%,-16%,?
UDG counterscr,-9%,-8%,-3%,3%,?,0%[57.5 µM]

13. O=C(Nc1ccc(Cl)cc1)c1ccc2c(c1)N(Cc1ccccc1)C(=O)c1ccccc1S2(=O)=O
14. O=C(CN=C1NS(=O)(=O)c2ccccc21)NCCc1ccccn1
15. CCCNc1nc(-c2ccc([N+](=O)[O-])cc2)c(C(=O)Nc2ccccc2)s1
16. COc1ccc(CNC(=O)c2ccc(OC(C)=O)cc2)cc1
17. CC(C)CNC(=O)NC(=O)CN(C(C)C)C1CC1
18. O=S(=O)(Cc1ccc(Cl)cc1)Cc1ccnc(Cl)c1

compound no.,13,14,15,16,17,18
AID inh,?,4%,-1%,-1%,-1%,-16%
UDG counterscr,-6%,-3%,1%,3%,4%,-9%

19. O=C(Nc1c(Cl)cc(Cl)cc1Cl)C12CC3CC(CC(C3)C1)C2
20. Cc1cc(C)c(NC(=O)Cn2c(=O)n(CCC(=O)N3CCc4ccccc4C3)c(=O)c3ccccc32)c(C)c1
21. CC(Oc1ccccc1F)C(=O)NCC1(N2CCOCC2)CCCCC1 (configuration not stated)
22. O=c1[nH]c(=S)[nH]c(-c2ccccc2)c1Cc1c(O)ccc2ccccc12
23. COc1cc(-c2ccno2)ccc1S(=O)(=O)N1CCN(c2ccc(C(C)=O)cc2)CC1
24. CC(C)c1ccc(CNC(=O)c2cc3c(s2)CCCC3)cc1

compound no.,19,20,21,22,23,24
AID inh,1%,3%,-4%,-17%,8%,-7%
UDG counterscr,4%,-9%,-9%[57.5 µM],0%,19%,2%

25. COc1ccc(C)cc1Nc1nc(N)c(C(=O)c2ccc(C)cc2C)s1
26. Cc1nn(S(=O)(=O)c2ccc(C(C)(C)C)cc2)c(C)c1S(=O)(=O)N1CCCCCC1
27. CCCCC(Sc1nc2cc3c(cc2c(=O)n1CCCC(=O)NCc1ccc(OC)cc1)OCO3)C(=O)OCC (configuration not stated)
28. CCCc1cc(=O)n2[nH]c(NC(=O)c3ccc(C(C)(C)C)cc3)nc2n1
29. Cc1cccc(N2CCN(C(=O)c3ccc4c(c3)N(Cc3ccccc3)C(=O)c3ccccc3S4(=O)=O)CC2C)c1 (configuration not stated)
30. CCCn1c2ccccc2c2cnn(CC(=O)N3CCN(c4ccccc4F)CC3)c(=O)c21

compound no.,25,26,27,28,29,30
AID inh,-11%,50%[activator],-9%,?,-3%,-15%
UDG counterscr,3%,-3%,-11%,5%,-13%,1%

31. O=C(NCc1ccccc1Cl)C1CCN(C(=O)N2CCOc3ccccc32)CC1
32. Cc1oc2ncn(CC(C)C)c(=O)c2c1C(=O)NCCc1ccccc1
33. O=C(O)CS(=O)(=O)Cc1ccc(Cl)cc1
34. COCCNC(=O)CSc1nc2cc3c(cc2c(=O)n1CCCC(=O)NCCc1ccc(OC)c(OC)c1)OCO3
35. CC(=O)NNC(=S)NCc1ccc(C)cc1
36. Brc1ccccc1/C=N/Nc1ccc2ccccc2c1

compound no.,31,32,33,34,35,36
AID inh,-12%,-17%,1%,16%,8%,0%
UDG counterscr,-2%,?,2%,-2%,6%,-18%

37. O=C(Nc1ccc2oc(-c3ccc4ccccc4c3)nc2c1)c1cc(Br)ccc1Cl
38. COc1ccc(Cc2nc3ccccc3n2Cc2ccccc2C)cc1
39. CCCn1cc(S(=O)(=O)c2cccc(Cl)c2)c(=O)c2cc(F)c(N3CCCC3)cc21
40. Cc1c(C(=O)c2ccc[nH]2)oc2ccc(F)cc12
41. CC(C)Oc1ccc(CNC(=O)c2cnc3sc(N4CCCCCC4)nn3c2=O)cc1
42. CCn1nc(C(=O)Nc2cc(S(=O)(=O)N(C)C)ccc2OC)c2ccccc2c1=O

compound no.,37,38,39,40,41,42
AID inh,36%[activator],?,-16%,16%,-11%,-3%
UDG counterscr,0%,-15%[57.5 µM],-8%,6%,-5%,-3%

43. O=C(CCc1ncc(-c2ccccc2F)o1)Nc1ccc(F)cc1
44. O=[N+]([O-])c1ccccc1-c1ccc(/C=N/O)o1
45. CC1CCN(S(=O)(=O)c2ccc3c(c2)c(=O)c(C(=O)NCc2ccc(Cl)cc2)cn3C)CC1
46. CCn1cc(CNC(=O)c2cc(-c3ccc(C)c(C)c3)nc3ccccc23)cn1
47. S=C(NCc1ccccc1)Nc1ccc(NC(=S)NCc2ccccc2)c(Cl)c1
48. O=C(CN1C(=O)C(c2ccc(F)cc2)=NC12CCCCCC2)Nc1ccccc1Cl

compound no.,43,44,45,46,47,48
AID inh,2%,56%[activator],18%[57.5 µM],-16%,7%,-4%
UDG counterscr,-6%,-2%,-7%[57.5 µM],2%,-1%,-13%

49. Cc1cccc(Cn2c(SCc3ccc(C(=O)NC4CCCC4)cc3)nc3ccncc32)c1
50. CCOc1ccc(CNC(=O)c2ccc3nc(Cc4ccc(OC)cc4)oc3c2)cc1OC
51. O=C(/C=C/c1ccc(-c2c(Cl)cccc2Cl)o1)c1ccc(Cl)cc1
52. CC(=O)Nc1cc(F)ccc1-c1csc(NC(=O)C2CCCC2)n1
53. CC(C)=CC1C(C(=O)NCC2CN(CC(C)C)CCO2)C1(C)C (configuration not stated)
54. NCCCNCCCCNCCCN

compound no.,49,50,51,52,53,54
AID inh,-3%,9%,-2%,0%,4%,11%
UDG counterscr,-1%,-7%,-8%,-6%,8%,10%

55. N#Cc1ccccc1CSc1ncc(C(F)(F)F)cc1Cl
56. COc1ccc(OC)c(NC(=O)N2CC3CCCN3c3ccccc32)c1 (configuration not stated)
57. O=C(Cn1cnc2onc(-c3ccc(F)cc3)c2c1=O)N1CCN(c2ccc(F)cc2)CC1
58. CC(C)c1nc2ccc(C(=O)Nc3ccccc3F)cc2o1
59. CC1CCC(C(C)C)C(OCCC[N+](C)(C)C)C1 (configuration not stated)
60. Cc1cc(C)c(C(=O)Cn2cnc3c2c(=O)n(C)c(=O)n3C)cc1C

compound no.,55,56,57,58,59,60
AID inh,-6%,20µM*,-13%,9%,-2%,2%
UDG counterscr,-5%,?,0%,-21%,13%,-1%

61. CCOC(=O)COc1ccc2c(=O)c(-c3ccc(OC)c(OC)c3)coc2c1
62. COc1ccc(S(=O)(=O)N2CCC(Oc3ccc(-n4cnnn4)cc3)CC2)cc1
63. Cc1nc2sc(C)c(C)n2c(=O)c1S(=O)(=O)N1CCN(c2ccccc2F)CC1
64. CC(C)OC(=O)C1=C(N)Oc2c(oc(CO)cc2=O)C1c1ccc(F)c(F)c1 (configuration not stated)
65. CCN(Cc1ccc(Cl)s1)C(=O)CCc1cccs1
66. Cc1ccc2occ(CC(=O)Nc3ccc(S(=O)(=O)N4CCC(C)CC4)cc3)c2c1

compound no.,61,62,63,64,65,66
AID inh,-4%,1%,-16%,-8%,-9%,-12%
UDG counterscr,-2%,-1%,12%,-1%,-9%,2%

67. Cc1ccc(-n2nnc(C(=O)Nc3cc(F)ccc3F)c2C)cc1F
68. CCc1cccc(NC(=O)c2nccnc2N)c1
69. CC(CC(=O)NCC1(N(C)C)CCCCCC1)NC(=O)c1ccccc1 (configuration not stated)
70. O=C(Nc1ccc(F)cc1F)C12CC3CC(CC(Br)(C3)C1)C2
71. COc1ccc(C)cc1NC(=O)CNC(=O)CNc1cccc(Cl)c1F
72. C=CCNC(=O)NC(=O)CN(C)Cc1ccc(-c2ccc(Br)cc2)o1

compound no.,67,68,69,70,71,72
AID inh,20%,-2%,-6%,-5%,-8%,1%
UDG counterscr,-10%,-4%,-8%,-8%,-12%,2%

73. O=C(Cn1c(=O)nc(-c2ccccc2F)c2cc(Cl)ccc21)NCCCc1ccccc1
74. Cc1nc(N2CCN(C)CC2)c(C#N)c2c1CCCC2
75. O=C(NCc1ccccc1Cl)C(=O)NCC(c1ccc2c(c1)OCO2)N1CCOCC1 (configuration not stated)
76. CCOc1ccc(-c2cc(C(=O)NCCc3ccc(Cl)cc3)c3ccccc3n2)cc1
77. COc1ccc(N(CC(=O)NCCc2ccccc2)S(=O)(=O)c2ccccc2)c(OC)c1
78. COC(=O)c1ccccc1NC(=O)c1cn2c3c(ccc(Cl)c3c1=O)OC(C)C2 (configuration not stated)

compound no.,73,74,75,76,77,78
AID inh,-18%,1%,3%,30%[activator],-27%,-5%
UDG counterscr,-19%,7%,-3%,-4%,?,3%

79. CCNC(=O)c1cnc2sc(N3CCCCCC3)nn2c1=O
80. NC(=O)c1c(NC(=O)c2nc(SCc3ccccc3F)ncc2Cl)sc2c1CCCC2
81. COc1cc(/C=C/c2nc3ccccc3s2)ccc1OC(F)F
82. O=C(CCN1CCN(c2ccccn2)CC1)Nc1ccc(F)c(F)c1
83. Cc1ccccc1CN1CCN(C(=O)c2sc(-c3ccc(F)cc3)nc2C)CC1
84. O=C(NCCc1ccccc1)c1n[nH]c(=O)c2ccccc12

compound no.,79,80,81,82,83,84
AID inh,2%,7%,-13%,0%,-22%,6%
UDG counterscr,-1%,-4%,-1%,3%,-3%,3%

85. O=C1/C(=C/c2ccccc2Br)CCc2ccccc21
86. C/C(=N/Nc1ccc(Cl)c(Cl)c1)c1ccc(Cl)c(Cl)c1Cl
87. CC(=O)c1cccc(NC(=O)c2c(N3CCCC3=O)c3cc(F)ccc3n2C)c1
88. COCCn1cnnc1SCc1ccc(Br)cc1
89. CC[C@H](C)C(=O)O[C@H]1CCC=C2C=C[C@H](C)[C@H](CC[C@@H]3C[C@@H](O)CC(=O)O3)[C@H]21
90. CCOc1ccc(NS(=O)(=O)c2ccc3[nH]cc(C(=O)N4CCCC4)c(=O)c3c2)cc1

compound no.,85,86,87,88,89,90
AID inh,-17%,-4%,28%,1%,-1%,25%
UDG counterscr,1%,-11%,-11%,0%,11%,-16%[57.5 µM]

91. CCc1ccc(C(=O)Nc2ccccc2C#N)s1
92. COc1c(C)cccc1C(=O)Nc1ccc2oc(=O)ccc2c1
93. CCOc1ccccc1CNC(=O)Cn1c(=O)c2cccn2c2ccc(F)cc21
94. CC1CCc2c(sc(NC(=O)c3ccccc3)c2C(=O)Nc2ccccc2)C1 (configuration not stated)

compound no.,91,92,93,94
AID inh,4%,-10%,-8%,-5%
UDG counterscr,-7%,3%,12%[57.5 µM],-7%
